Yeast growth tox = Inhibits yeast growth, turbidity readout. S. cerevisiae wild-type growth, A595 turbidity, 16 h. AID 685. growth inhibition, % at 25 µM (by protocol). actives 0.3% (n = 30,000);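 active = mutant and wild-type yeast strains alike exhibit over 30% growth inhibition; inconclusive = a strain exceeds 50% while the second remains under 30%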;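 note: 0% = untreated cell controls and 100% = YPD media blanks without cells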
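Incubation: 16 h growth with compound, 30 °C; Material: S. cerevisiae wild-type or eIF2Bepsilon-R284H mutant strain; Signal: turbidity measured as absorbance at 595 nm; Medium: YPD yeast growth medium; Measure: growth inhibition (%) versus cell controls and blanks; Doses: 25 µM single dose.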
Yeast eIF2B = modulators of yeast eIF2B activity. S. cerevisiae eIF2B-epsilon R284H, GCN4-lacZ luminescence. AID 688. inhibition, % at 25 µM (by protocol). actives 0.91% (n = 27,000);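 active = mutant luminescence inhibited past about 50% while wild type luminescence and mutant growth stay under set limits, limit read from the data; inconclusive = mutant versus wild type luminescence inhibition gap past a set limit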; note: some compounds called inactive have numbers as strong as hits
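Material: yeast eIF2B-epsilon R284H mutant carrying GCN4–beta-galactosidase fusion. Medium: YPD yeast growth medium. Incubation: 16 h growth with compound at 30 °C, 90 min Beta-Glo step. Signal: Beta-Glo luminescence plus absorbance at 595 nm. Evaluation: % inhibition of reporter signal and growth versus controls. Doses: 25 µM single dose.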
Yeast growth tox inhibition % = also measured in Yeast growth tox; calls as there; growth inhibition, %; S. cerevisiae eIF2Bepsilon-R284H mutant growth, A595 turbidity, 16 h;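 each compound tested once at 25 µM; 0% equals untreated cells and 100% equals cell-free medium blanks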
Yeast eIF2B mutant toxicity = also measured in Yeast eIF2B; calls as there; growth inhibition, %; measured here: mutant yeast growth, toxicity;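 each compound tested once at 25 µM; zero equals untreated control growth and 100 equals blank medium absorbance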
Starred values were filed as active, the others as inactive; u = inconclusive; x = not tested or not shown. A portion of the library, so the mix of outcomes need not match the whole.

item	Structure	Yeast growth tox	Yeast growth tox inhibition %
1	CC(=O)c1cccc(NC(=O)N2CCCC2C(=O)Nc2ccccc2C)c1 (stereo not drawn)	-10	-23
2	CCOC(=O)c1cnn(-c2c(Cc3ccccc3)c(C)nc3c(-c4ccccc4)c(C)nn23)c1N	23	-14
3	COc1ccc(CCn2c(C)cc(C(=O)CSc3nnc(N)s3)c2C)cc1	-29	5
4	COC(=O)C(NC(=O)C(CC(C)C)NC(=O)C1CCC(C)CC1)C(C)C (stereo not drawn)	9	14
5	CCN(/N=C/c1cccs1)c1cc(=O)n(C)c(=O)[nH]1	20	-16
6	Cc1cccc(OC(=O)c2cn(C)nc2C(F)(F)F)c1C	20	3
7	Cc1c(O)ccc2c3c(c(=O)oc12)CCCC3	12	10
8	COc1ccc(CCNC(=S)Nc2cccc(C)c2C)cc1	-2	-20
9	CCOC(=O)C(CC)n1cnc2c(nnn2-c2ccc(OC)cc2)c1=O (stereo not drawn)	9	-4
10	Nc1ccccc1OCCOCCOc1ccccc1N	-4	3

item	Yeast eIF2B	Yeast eIF2B mutant toxicity
1	-5	-23
2	-1	-14
3	21	5
4	11	14
5	x	x
6	10	3
7	16	10
8	21	-20
9	-15	-4
10	-30	3

Six entries from above, in transposed form:
(1) CC(=O)c1cccc(NC(=O)N2CCCC2C(=O)Nc2ccccc2C)c1 (stereo not drawn)
(8) COc1ccc(CCNC(=S)Nc2cccc(C)c2C)cc1
(6) Cc1cccc(OC(=O)c2cn(C)nc2C(F)(F)F)c1C
(2) CCOC(=O)c1cnn(-c2c(Cc3ccccc3)c(C)nc3c(-c4ccccc4)c(C)nn23)c1N
(5) CCN(/N=C/c1cccs1)c1cc(=O)n(C)c(=O)[nH]1
(10) Nc1ccccc1OCCOCCOc1ccccc1N
compound no.,1,8,6,2,5,10
Yeast growth tox,-10,-2,20,23,20,-4
Yeast growth tox inhibition %,-23,-20,3,-14,-16,3
Yeast eIF2B,-5,21,10,-1,x,-30
Yeast eIF2B mutant toxicity,-23,-20,3,-14,x,3

(next part)
item	Structure	Yeast growth tox	Yeast growth tox inhibition %
11	CCCn1c2c(c(O)c(C(=O)NCc3ccccc3)c1=O)CCCC2	25	5
12	Cc1ccc(OCCCC(=O)NC(C)c2ccccc2)cc1 (stereo not drawn)	9	10
13	Cc1nccn1CCc1n[nH]c(=S)n1Cc1ccccc1	12	16
14	O=C(OCc1cc2ccccc2[nH]c1=O)c1cccnc1	0	12
15	O=C(O)c1cc(-c2ccncc2)nc2ccc(F)cc12	1	7
16	CC(=O)N1c2c(ccc3ccccc23)C(C)CC12CCCCC2 (stereo not drawn)	-2	13
17	O=C(O)c1cccc(CSc2ncccn2)c1	7	0
18	Cc1cc(C)cc(NC(=O)N2CCCC2C(=O)Nc2ccc(-n3cnnn3)c(C)c2)c1 (stereo not drawn)	1	-5
19	CN(CCc1ccccn1)S(=O)(=O)c1ccc2c3c(cccc13)C(=O)N2	18	15
20	CC12CCC(C(=O)NCc3ccc4c(c3)OCO4)(OC1=O)C2(C)C (stereo not drawn)	11	-16

item	Yeast eIF2B	Yeast eIF2B mutant toxicity
11	15	5
12	19	10
13	23	16
14	-33	12
15	-3	7
16	x	x
17	22	x
18	21	-5
19	22	15
20	8	-16

Next part
item	Structure	Yeast growth tox	Yeast growth tox inhibition %
21	CCn1nnc(-c2ccccc2NS(=O)(=O)c2ccc(C(=O)OC)cc2)n1	0	7
22	Nc1nc(-c2cccc(Br)c2)cs1	-1	10
23	CS(=O)(=O)CCC(C(=O)n1nnc2ccccc21)N1C(=O)c2ccccc2C1=O (stereo not drawn)	15	10
24	O=C(CCS(=O)(=O)c1ccc(Br)cc1)Nc1ccc2c(c1)OCO2	2	5
25	COC(=O)C(C)Sc1nc(-c2ccc(OC)cc2)nc2c1c(=O)n(C)c(=O)n2C (stereo not drawn)	-8	-12
26	CCn1c(C)nc2cc(-c3nnc(-c4c(-c5ccccc5)noc4C)o3)ccc21	-23	-11
27	CCOC(=O)Cc1csc(NC(=O)CSc2nnnn2-c2ccc(C)cc2C)n1	12	-14
28	Cn1nc(C(C)(C)C)cc1C(=O)Nc1nc2c(s1)C(=O)CC(C)(C)C2	13	-17
29	CCOc1ccccc1C(=O)N1CCC(C(=O)c2ccc(F)cc2)CC1	-7	12
30	O=C(CCCOc1ccccc1)N1CCN(c2ccc(F)cc2)CC1	12	12

item	Yeast eIF2B	Yeast eIF2B mutant toxicity
21	20	7
22	x	x
23	5	10
24	21	5
25	-53	-12
26	-44	-11
27	2	-14
28	1	-17
29	6	12
30	-15	12

Next entries follow:
item	Structure	Yeast growth tox	Yeast growth tox inhibition %
31	CCSC(C)CC1CC(=O)CC(=O)C1 (stereo not drawn)	10	-9
32	CCN(CC)c1ccc(C(NC(C)=O)NC(C)=O)cc1	12	-5
33	CC(C)Cn1c(SCC(=O)NCc2ccc(Cl)cc2)nnc1-c1cccc(S(=O)(=O)N2CCOCC2)c1	14	6
34	O=C(Nc1ccccc1)Nc1ccccc1C(=O)NCc1ccccc1	-4	10
35	CCOC(=O)c1[nH]c2ccccc2c1N=C(C)N(CC)CC	25	0
36	O=c1[nH]c(=O)n(Cc2ccco2)c2c1C(C(F)(F)F)(C(F)(F)F)N=C(c1ccc(F)cc1)N2	23	16
37	Cc1cccc(C)c1OCc1nnc2c3cnn(C)c3ncn12	13	4
38	Cc1c(-c2ccccc2)[n+](=O)c2c(n1[O-])CCC2	6	-18
39	CCN(CC)c1ccc(NC(=O)COc2ccc(C)cc2)cc1	16	13
40	CN1CCC(N(C)C(=O)CCc2nc3ccccc3c(=O)[nH]2)CC1	9	13

item	Yeast eIF2B	Yeast eIF2B mutant toxicity
31	19	-9
32	16	-5
33	x	x
34	21	10
35	20	x
36	27	16
37	-12	4
38	2	-18
39	14	13
40	x	x

The list goes on:
item	Structure	Yeast growth tox	Yeast growth tox inhibition %
41	COc1cccc(CNC(=O)C(=O)NCC2CCCO2)c1 (stereo not drawn)	12	-22
42	CCOc1cc(C2Nc3ccccc3C(=O)N2c2ccccc2)ccc1O (stereo not drawn)	13	3
43	CCC(C)N(C(=O)COC(=O)CCc1c[nH]c2ccccc12)C1CCS(=O)(=O)C1 (stereo not drawn)	u	x
44	COc1ccc2[nH]c(=O)c(CN(Cc3nnnn3Cc3ccccc3)CC3CCCO3)cc2c1 (stereo not drawn)	0	0
45	N#CCCN1CCN(CCC#N)CC1	-1	10
46	Cc1cccc(OCC(=O)Nc2cccc3nsnc23)c1	14	12
47	CCc1cc(/C(Cc2csc(C)n2)=N/O)c(O)cc1O	9	14
48	C=CCn1c(SCC(=O)c2ccc(CNC(C)=O)o2)nc2scc(C3CC3)c2c1=O	-21	14
49	CN1CCC(=NNC(=O)C(=O)NC(C)(C)C)CC1	15	7
50	CCOc1cccc(-c2nnc(SCC(=O)Nc3cccc(OC)c3)n2N)c1	-9	-26

item	Yeast eIF2B	Yeast eIF2B mutant toxicity
41	32	-22
42	12	3
43	-18	-38
44	-7	x
45	-32	10
46	23	12
47	x	x
48	17	14
49	x	x
50	19	-26

(more compounds)
item	Structure	Yeast growth tox	Yeast growth tox inhibition %
51	O=C1CC(N2CCN(c3ccccc3Cl)CC2)C(=O)N1c1ccccc1 (stereo not drawn)	-8	6
52	CN(C1CCCCC1)S(=O)(=O)c1ccc(C(=O)O)cc1	23	10
53	COCC(=O)Nc1nc2n(n1)C(c1ccc(Cl)cc1)CC(c1ccc(OC)cc1)N2 (stereo not drawn)	6	19
54	Cc1ccc(CNC(=O)CNS(=O)(=O)c2cccc3nsnc23)cc1	26	4
55	Cc1cc(NC(=O)c2ccco2)ncc1NC(=O)Cc1ccccc1	x	x
56	COc1ccc2nc(NC(=O)Cc3cccs3)sc2c1	16	14
57	CCc1c(O)nc(N2CCN(Cc3ccccc3)CC2)[nH]c1=O	-2	30
58	COc1ccc(/C(O)=C2/C(=O)C(=O)N(CCN3CCOCC3)C2c2ccccn2)cc1OC (stereo not drawn)	1	0
59	COCC(=O)Nc1cccc2ccccc12	11	13
60	Cn1c(Cc2csc(N)n2)nnc1SCC(=O)NCc1ccccc1	32	6

item	Yeast eIF2B	Yeast eIF2B mutant toxicity
51	15	6
52	22	10
53	4	19
54	20	4
55	34	x
56	23	14
57	19	30
58	44	x
59	10	13
60	46	6

Next results follow.
item	Structure	Yeast growth tox	Yeast growth tox inhibition %
61	Cc1cc(S(=O)(=O)NCC(c2ccccc2)c2ccccc2)ccc1-n1cnnn1	3	4
62	CN(CC(=O)Nc1ccc(C#N)cc1)Cc1ccc(Cl)c(Cl)c1	25	5
63	CCn1c(COc2ccc3c(c2)OCO3)nnc1SCC(=O)c1ccccc1	-3	-17
64	CS(=O)(=O)N(Cc1ccc(Cl)cc1)c1ccc(C(=O)NCCSCc2ccco2)cc1	1	-3
65	O=C(O)C1CCCCC1C(=O)Nc1cccc(C(=O)N2CCCCC2)c1 (stereo not drawn)	13	-9
66	CC12CCC(C(=O)O)(C/C1=N\O)C2(C)C (stereo not drawn)	7	0
67	CCC(C)(C)n1nnnc1CN1CCN(C(c2ccccc2)c2ccccc2)CC1	14	-11
68	CC1(C)NC(=O)N(CCOCCOc2ccc3ccccc3c2Br)C1=O	35	6
69	CCCC(=O)Nc1ccc2nc(SCC(=O)Nc3nccs3)sc2c1	1	9
70	COC(=O)c1ccccc1NC(=O)c1cc(-c2cccc(OC)c2)on1	-1	7

item	Yeast eIF2B	Yeast eIF2B mutant toxicity
61	x	x
62	12	5
63	6	-17
64	21	-3
65	19	-9
66	27	x
67	-6	-11
68	18	6
69	-2	9
70	15	7

Compounds from the list above with a CF3 group:
item	Structure	Yeast growth tox	Yeast growth tox inhibition %
6	Cc1cccc(OC(=O)c2cn(C)nc2C(F)(F)F)c1C	20	3
36	O=c1[nH]c(=O)n(Cc2ccco2)c2c1C(C(F)(F)F)(C(F)(F)F)N=C(c1ccc(F)cc1)N2	23	16

item	Yeast eIF2B	Yeast eIF2B mutant toxicity
6	10	3
36	27	16

Other compounds.
item	Structure	Yeast growth tox	Yeast growth tox inhibition %
71	CCCCOC(=O)Cc1c(O)c2ccccc2[nH]c1=O	14	7
72	Nc1c(C(=O)OCC2CCCO2)c2nc3ccccc3nc2n1C1CCCC1 (stereo not drawn)	5	15
73	Cc1cc2c(nn1)CCc1nonc1-2	-2	0
74	O=C1NC2(CCCCC2)C(=O)N1c1ccccc1	-2	-11
75	CN(C)S(=O)(=O)c1cccc(-c2cn3ccccc3n2)c1	11	7
76	CCN1C(=O)C2(C(C#N)=C(N)Oc3n[nH]c(-c4ccccc4)c32)c2ccccc21 (stereo not drawn)	10	20
77	Nc1nnnn1/N=C/c1ccc(O)cc1	-6	12
78	FC(F)Sc1ccc(N=C2NN=C(c3ccc4c(c3)OCCO4)CS2)cc1	22	24
79	COc1ccccc1NC(=O)NC(=O)N(C(C)C)S(C)(=O)=O	26	20
80	CC(C)(C)N1CC(c2nc3ccccc3n2Cc2ccc(F)cc2)CC1=O (stereo not drawn)	5	20

item	Yeast eIF2B	Yeast eIF2B mutant toxicity
71	20	7
72	17	15
73	-9	x
74	25	-11
75	16	7
76	x	x
77	92	12
78	x	x
79	x	x
80	x	x

Further entries
item	Structure	Yeast growth tox	Yeast growth tox inhibition %
81	Cc1ccc(S(=O)(=O)n2nc(C)cc2C)cc1	9	24
82	COc1ccc(S(=O)(=O)Nc2ccccc2SC)cc1C	7	4
83	O=C(CSc1nnc(-c2ccccc2)n1C1CCCCC1)Nc1ccc(S(=O)(=O)Nc2ccccn2)cc1	16	-5
84	Fc1ccccc1COc1ccc(/C=N/NC(=S)NCc2ccccc2)cc1	2	3

item	Yeast eIF2B	Yeast eIF2B mutant toxicity
81	x	x
82	-2	4
83	13	-5
84	-10	3
